GAA glycogen mod – GAA glycogen-cleavage inhibition or activation | P10253 | recombinant GAA, glycogen substrate, Amplex Red glucose oxidase fluorescence | actives 0.38% (n = 300,000) | AID 2100 | Potency, µM (series often up to 76.4 µM), inactives show at the top dose activity change, negative = inhibition, actives largely listed as inhibitors; active means well fitted inhibition curve with a large enough effect; inconclusive means small, poorly fitted or top-dose-only effect, or another doubt; inactive means no such curve, though single readings can be large or run the other way;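 further: 0% = full enzyme reaction and -100% = no-enzyme basal signal; the screen sought inhibitors and activators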
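Recombinant enzyme (4 nM final) with compounds titrated up to 77 uM and bovine liver glycogen (30 ug) in citrate pH 5.0, 0.01% Tween-20, 37 C 40 min. Released glucose detected by Amplex Red/glucose oxidase (Ex 573/Em 610); AC50 from Hill fits.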
* hit, by the source's call; ? = inconclusive; & = joins results of further samples; [ ] = remark or other dose. Potency means the concentration at half of the fitted maximal effect. The list is partial (hit frequency here may not be typical).

SMILES | GAA glycogen mod
CC(NC1CCN(Cc2ccccc2)CC1)c1ccc(F)cc1 (stereo not drawn) | 5%[76.3 µM]
COc1cccc(C(=O)Nc2ccccc2-c2nnc(-c3cccc(OC)c3)o2)c1 | -17%[76.3 µM]
COc1cccc(N=C2SC(C(=O)Nc3cccc(Cl)c3)CC(=O)N2C)c1 (stereo not drawn) | 7%[76.3 µM]
C[C@H]1[C@H]2c3nc4ccccc4n3C[C@H]1ON2C1CCCCC1 | 11%[76.3 µM]
CC(C)(C)C(=O)Nc1c2c(nn1-c1ccccc1)CSC2 | -5%[76.3 µM]
ClCc1nc2ccccc2c2ccccc12 | 1%[76.3 µM]
CC(=O)N1CCc2cc(Br)cc(S(=O)(=O)NCc3ccc(Cl)cc3)c21 | 2%
COc1ccc(Cn2c(=O)[nH]c3cc(C(=O)N4CCN(c5ccc(C(C)=O)cc5)CC4)ccc3c2=O)cc1 | -5%[76.3 µM]
COc1cccc(-n2c(SCC(N)=O)nc3c(oc4ccccc43)c2=O)c1 | 10%[76.3 µM]
CS(=O)(=O)N(CC(=O)NCCSc1ccccc1)c1cc(C(F)(F)F)ccc1Cl | 2%[76.3 µM]
Cc1cccc(C)c1NC(=O)CCS(=O)(=O)c1ccc2c(c1)n(C)c(=O)c(=O)n2C | 2%[76.3 µM]
Cc1ccc(N2C(=O)CC(N3CCN(S(=O)(=O)c4ccccc4)CC3)C2=O)c(C)c1 (stereo not drawn) | -13%[76.3 µM]
COc1ccc(/C=C2\Sc3ccc(C(=O)NC4CC4)cc3N(C)C2=O)cc1OC | 1%[76.3 µM]
C#CCOc1ccc(/C=C2/C(=O)N(c3cccc(C(=O)O)c3)N=C2C)cc1OC | 8%[76.3 µM]
COc1cc(-c2cc(OC)c3c(C)oc(C)c3c(=O)c2)ccc1OC(=O)c1ccccc1F | 8%[76.3 µM]
O=C(CN(Cc1ccccc1)S(=O)(=O)c1ccc(F)cc1)NCc1cccnc1 | 2%[76.3 µM]
CCC(C(=O)OC)n1nnc2sc(-c3ccccc3)cc2c1=O (stereo not drawn) | 12%[76.3 µM]
O=C(Nc1cccc2ccccc12)c1ccc([N+](=O)[O-])o1 | 3%[76.3 µM]
COc1ccc(NC(=O)CNC(=O)N2CC(=O)Nc3ccccc32)cc1OC | 3%[76.3 µM]
CCC(C)[C@H](NC(=O)C1CCN(C(=O)[C@H](Cc2ccccc2)NC(=O)OC(C)(C)C)CC1)C(=O)O (stereo partly drawn) | 3%
CCOC(=O)c1ccc(NC(=O)NCCc2cnc[nH]2)cc1 | -1%[76.3 µM]
O=C(Cn1c(-c2cccs2)cc2cc(Cl)ccc21)N1CCN(c2ccccc2)CC1 | -8%[76.3 µM]
CCOC(=O)C1CCCN(c2c(C(=O)c3ccc(OCC)cc3)cnc3ccccc23)C1 (stereo not drawn) | 11µM*
Cc1ccccc1OCC(=O)Nc1ccc(-c2nc3ncccc3o2)cc1 | -11%[76.3 µM]
Cc1cc(OC(=O)c2cc(-c3ccc4c(c3)OCCO4)on2)ccc1Cl | 15%[76.3 µM]
CNC(=O)NC(=O)CSc1nc2sccc2c(=O)n1-c1ccccc1 | -4%
O=C(Cc1ccccc1)N1CCN(c2ccccc2F)CC1 | 1%[76.3 µM]
CCOc1ccc(C(C)(C)C)cc1S(=O)(=O)Nc1ccncc1 | -4%[76.3 µM]
Cc1ccc2nc(-c3cccnc3)cc(C(=O)Nc3ccccc3[N+](=O)[O-])c2c1 | -1%[76.3 µM]
Cc1cccc2cc(CN(C(=O)c3cccc(Cl)c3)c3ccccc3)c(=O)[nH]c12 | -2%[76.3 µM]
CCc1ccc(CN2C(=O)c3ccccc3C2C(=O)NC(C)CC)cc1 (stereo not drawn) | 0%
COc1ccc(/C=C/C(=O)Nc2ccc(S(=O)(=O)Nc3cc(C)nc(C)n3)cc2)cc1OC | -21%
CCCn1c(N)c(C(=O)COC(=O)CCS(=O)(=O)c2ccc(C)cc2)c(=O)[nH]c1=O | -1%[76.3 µM]
Cc1ccc(C)c(CN2CCCN(Cc3cc(C)ccc3C)S2(=O)=O)c1 | 8%
COc1ccc(S(=O)(=O)N2CCOCC2)cc1C(=O)Nc1ccc2c(c1)OCO2 | -4%[76.3 µM]
CCOc1ccc(NC(=S)N2CCC(NC(=O)c3ccccc3)CC2)cc1 | 7%
COc1cc(/C=N/NS(=O)(=O)c2ccccc2)c(OC)c(OC)c1 | -16%
O=C(Nc1ccc2[nH]ncc2c1)c1cccc(F)c1 | -1%[76.3 µM]
COc1ccc(S(=O)(=O)N2CCOC2CNC(=O)C(=O)NCCc2ccccc2)cc1 (stereo not drawn) | -7%[76.3 µM]
O=C(NNC(=O)c1ccc([N+](=O)[O-])cc1C(=O)O)c1ccncc1 | 0%
CCC(C)Nc1nc(N)c([N+](=O)[O-])c(NC2CCCCC2)n1 (stereo not drawn) | -4%
Cc1ccc(NC(=O)CC2Oc3ccc(C)cc3NC2=O)c(C)c1 (stereo not drawn) | 6%
CCCn1c2ccc(C)cc2c2nnc(SCCN3CCOCC3)nc21 | -1%
CC1(C)CC(NS(=O)(=O)c2ccc(C(C)(C)C)cc2)CC(C)(C)N1 | -8%[76.3 µM]
O=C(CSc1nc(O)cc(=O)n1-c1ccc(Cl)c(Cl)c1)Nc1ccc(Cl)cc1Cl | -4%[76.3 µM]
CCN(CC)S(=O)(=O)c1ccc2c(c1)N(CC(=O)Nc1cccc(C(C)=O)c1)C(=O)CO2 | -11%[76.3 µM]
Cc1ccc(Nc2c(-c3cccnc3)nc3ccc(C)cn23)cc1 | ?
COc1c(N2CCN[C@H](C)C2)c(F)cc2c(=O)c(C(=O)O)cn(C3CC3)c12 | -3%[76.3 µM]
O=C(CN1C(=O)c2ccccc2S1(=O)=O)NCc1ccc(F)cc1 | 0%[76.3 µM]
C/C(=N\NC(=O)C1CC1)c1ccc(C(C)(C)C)cc1 | -3%[76.3 µM]
CCOc1ccccc1NC(=O)C1CCN(C(=O)C2CC(=O)N(c3ccc(C)cc3)C2)CC1 (stereo not drawn) | 2%[76.3 µM]
Cc1ncsc1C(=O)N1CCCC(C(=O)c2ccc3ccccc3c2)C1 (stereo not drawn) | -2%[76.3 µM]
Cc1sc2ncn(CC(=O)N3CCN(c4cccc(Cl)c4)CC3)c(=O)c2c1S(=O)(=O)N1CCN(c2ncccn2)CC1 | -10%[76.3 µM]
O=S(=O)(NCc1ccc(Cl)cc1Cl)c1cccs1 | -16%[76.3 µM]
Cc1ccc(N2C(=O)CC(Cc3ccc(Cl)cc3)C2=O)cc1 (stereo not drawn) | ?
CCN1C(=O)[C@H]2[C@@H](c3ccc(OC)cc3)N3C(=O)CN(CC4CC4)C(=O)[C@@]3(C)[C@H]2C1=O | -6%[76.3 µM]
Cc1ccc(F)c(NC(=O)c2c(-c3ccccc3)noc2C)c1 | -11%[76.3 µM]
O=C(NCC1CCCCC1)C1(CC2CC(c3cccc(Br)c3)=NO2)CCNCC1 (stereo not drawn) | -10%[76.3 µM]
CCOC(=O)c1c(NC(=O)c2cc(-c3ccc(Br)cc3)on2)sc(C)c1C | -15%[76.3 µM]
Cc1cc(NC(=O)CN(c2cccc(C)c2C)S(=O)(=O)c2ccccc2)ccc1Br | 2%[76.3 µM]

The listing continues:
SMILES | GAA glycogen mod
O=[N+]([O-])/C=C1\C=CC=CN1Cc1ccc(Cl)cc1 | 4%
Cc1cccc(CSCCNC(=O)CN2C(=O)c3ccccc3S2(=O)=O)c1 | 2%
CCn1c(=O)cc(SCC(=O)NCc2ccc(OC)cc2OC)c2ccccc21 | 13%[76.3 µM]
CCN(CC)CCN1C(=O)C2C(C(=O)Nc3ccc(Br)cc3)C3C=CC2(O3)C1C(=O)NC1CCCCC1 (stereo not drawn) | 13%[76.3 µM]
CCc1ccc(C(=O)NNC(=O)c2ccc(=O)n(C)n2)cc1 | 0%[76.3 µM]
N#C/C(=C\c1cc(Br)ccc1F)C(=O)NC1CC1 | -1%[76.3 µM]
COc1ccccc1N=C1SC(C(=O)Nc2ccccc2OC)CC(=O)N1C (stereo not drawn) | 2%[76.3 µM]
Cc1cc(NC(=O)CCc2nc3cccnc3n2Cc2cccs2)ccc1Br | -16%[76.3 µM]
COc1ccc(NC(=O)c2cc3ccccc3o/c2=N\NS(=O)(=O)c2ccc(C)cc2)cc1 | -2%[76.3 µM]
Cc1cccc(N2CCN(c3nc4ccccc4c(=O)n3-c3ccc(Cl)cc3)CC2)c1C | 12%[76.3 µM]
O=C(COC(=O)c1cc(-c2cccs2)nc2ccccc12)c1ccccc1 | 11%[76.3 µM]
COc1cccc(NC(=O)CN2C(=O)COc3ccc(S(=O)(=O)N4CCCCCC4)cc32)c1 | 3%&9%[76.3 µM]
CCc1nc2ccccc2n1CCCCOc1cccc(C)c1 | 0%[76.3 µM]
COc1cc(F)c(S(=O)(=O)N2CCOc3ccccc32)cc1OC | -9%
COc1cccc(NC(=O)Cn2c(=O)n(-c3ccc(C)cc3)c(=O)c3ccccc32)c1 | 4%[76.3 µM]

A different layout for some results above:
| molecule | GAA glycogen mod |
| --- | --- |
| Cc1cc(NC(=O)CN(c2cccc(C)c2C)S(=O)(=O)c2ccccc2)ccc1Br | 2%[76.3 µM] |
| O=[N+]([O-])/C=C1\C=CC=CN1Cc1ccc(Cl)cc1 | 4% |
| Cc1cccc(CSCCNC(=O)CN2C(=O)c3ccccc3S2(=O)=O)c1 | 2% |
| CCn1c(=O)cc(SCC(=O)NCc2ccc(OC)cc2OC)c2ccccc21 | 13%[76.3 µM] |
| CCN(CC)CCN1C(=O)C2C(C(=O)Nc3ccc(Br)cc3)C3C=CC2(O3)C1C(=O)NC1CCCCC1 (stereo not drawn) | 13%[76.3 µM] |
| CCc1ccc(C(=O)NNC(=O)c2ccc(=O)n(C)n2)cc1 | 0%[76.3 µM] |
| N#C/C(=C\c1cc(Br)ccc1F)C(=O)NC1CC1 | -1%[76.3 µM] |
| COc1ccccc1N=C1SC(C(=O)Nc2ccccc2OC)CC(=O)N1C (stereo not drawn) | 2%[76.3 µM] |
| Cc1cc(NC(=O)CCc2nc3cccnc3n2Cc2cccs2)ccc1Br | -16%[76.3 µM] |
| COc1ccc(NC(=O)c2cc3ccccc3o/c2=N\NS(=O)(=O)c2ccc(C)cc2)cc1 | -2%[76.3 µM] |
| Cc1cccc(N2CCN(c3nc4ccccc4c(=O)n3-c3ccc(Cl)cc3)CC2)c1C | 12%[76.3 µM] |
| O=C(COC(=O)c1cc(-c2cccs2)nc2ccccc12)c1ccccc1 | 11%[76.3 µM] |
| COc1cccc(NC(=O)CN2C(=O)COc3ccc(S(=O)(=O)N4CCCCCC4)cc32)c1 | 3%&9%[76.3 µM] |
| CCc1nc2ccccc2n1CCCCOc1cccc(C)c1 | 0%[76.3 µM] |
| COc1cc(F)c(S(=O)(=O)N2CCOc3ccccc32)cc1OC | -9% |

Carrying on:
SMILES | GAA glycogen mod
CC(Nc1ccc(-c2nc(-c3ccccn3)no2)cc1[N+](=O)[O-])c1ccccc1 (stereo not drawn) | 12%[76.3 µM]
COc1ccc(S(=O)(=O)N2CCC(C(=O)NCCCc3ccccc3)CC2)cc1 | -18%[76.3 µM]
COc1ccc(C2C(C(=O)c3ccc(C)o3)=C(O)C(=O)N2CC2CCCO2)cc1OC (stereo not drawn) | -7%[76.3 µM]
N#CCc1ccc(OC(=O)c2cnccc2C(F)(F)F)cc1 | -1%
CCC1CCCCN1CCCNC(=O)c1c(O)nc2ccccn2c1=O (stereo not drawn) | 18%[76.3 µM]
COC(=O)CC(c1ccccc1F)N1Cc2ccccc2C1=O (stereo not drawn) | -6%
N#Cc1ccccc1Cn1c(=O)n(-c2ccc(F)c(Cl)c2)c(=O)c2sccc21 | 0%[76.3 µM]
CCCn1c(CCNC(=O)c2ccco2)nc2ccccc21 | -3%
COCCCN=CC1=C(O)CC(c2ccccc2)CC1=O (stereo not drawn) | 0%
Nc1cccc(Oc2ccc3c(c2)C(=O)NC3=O)c1 | -2%[76.3 µM]
O=C(COc1ccc(S(=O)(=O)N2CCOCC2)cc1Cl)N1CCCC1 | 5%[76.3 µM]
Cc1cccc(N2CCN(C(=O)c3cc4c(=O)[nH]c5ccc(C)cc5c4s3)CC2C)c1 (stereo not drawn) | -1%[76.3 µM]
CCN(Cc1ccccc1)C(=O)c1oc2ccc(S(=O)(=O)N3CCOCC3)cc2c1C | -1%[76.3 µM]
COC(=O)c1ccc(CNC(=O)C2CCC(=O)N(Cc3cccc(F)c3)C2)cc1 (stereo not drawn) | -1%[76.3 µM]
COC(=O)c1c(NC(=O)c2cc(=O)c3c(C)cc(C)cc3o2)sc2c1CCCC2 | 16%[76.3 µM]
O=C(CSc1ccc2nnc(CCNC(=O)c3ccccc3)n2n1)NCCc1ccccc1 | -3%[76.3 µM]
CCOc1ccc(-c2nnc(SCC(=O)Oc3ccccc3)o2)cc1 | 10%[76.3 µM]
COc1cc(NC(=O)C2CC(c3c(F)cccc3Cl)=NO2)c(OC)cc1Cl (stereo not drawn) | 13%[76.3 µM]
CN(C(=O)c1ccc2c(c1)N(Cc1ccc(F)cc1)C(=O)c1ccccc1S2(=O)=O)C1CCCCC1 | -13%[76.3 µM]
COc1ccc(CNC(=O)Cn2nnc(-c3ccc(S(C)(=O)=O)cc3)n2)cc1 | -11%[76.3 µM]
O=[N+]([O-])c1cc(C(F)(F)F)ccc1NC1CCN(Cc2ccccc2)C1 (stereo not drawn) | 1%[76.3 µM]
COc1cc(C)ccc1OCc1cc(C(=O)N2C[C@H]3CC[C@H]2C3)no1 | -11%[76.3 µM]
O=C(CCCCC(=O)Nc1ccc(F)cc1)Nc1ccc(F)cc1 | 3%[76.3 µM]
COc1ccc(CNC(=O)C2=C(C)C(=O)OC23CCCCC3)cc1OC | 13%[76.3 µM]
CCN1CCN(C(=O)CSc2nc3c(c(=O)n(C)c(=O)n3C)n2C)CC1 | 5%
COc1ccc(C(=O)NC(=S)N2CCCC2)cc1 | 4%[76.3 µM]
Cc1ccccc1OCC(O)CN1CCN(CC(O)COc2ccccc2C)C(C)C1 (stereo not drawn) | 6%
